EPAC1 agonist = EPAC1 (human) agonism; EPAC1 agonist qHTS, biochemical assay; response scale: 100% = response to 6.5 mM cAMP; Potency, µM (highest dose often 154 µM), for inactives: top-dose activation, usual class: activators; AID 720707; 360,000 tested, 0.073% active; O95398; also: potency is read from the fitted curve at half-maximal effect; nearly all actives have a fitted effect of over 60% in size
Target sequence (O95398 whole entry, looked up): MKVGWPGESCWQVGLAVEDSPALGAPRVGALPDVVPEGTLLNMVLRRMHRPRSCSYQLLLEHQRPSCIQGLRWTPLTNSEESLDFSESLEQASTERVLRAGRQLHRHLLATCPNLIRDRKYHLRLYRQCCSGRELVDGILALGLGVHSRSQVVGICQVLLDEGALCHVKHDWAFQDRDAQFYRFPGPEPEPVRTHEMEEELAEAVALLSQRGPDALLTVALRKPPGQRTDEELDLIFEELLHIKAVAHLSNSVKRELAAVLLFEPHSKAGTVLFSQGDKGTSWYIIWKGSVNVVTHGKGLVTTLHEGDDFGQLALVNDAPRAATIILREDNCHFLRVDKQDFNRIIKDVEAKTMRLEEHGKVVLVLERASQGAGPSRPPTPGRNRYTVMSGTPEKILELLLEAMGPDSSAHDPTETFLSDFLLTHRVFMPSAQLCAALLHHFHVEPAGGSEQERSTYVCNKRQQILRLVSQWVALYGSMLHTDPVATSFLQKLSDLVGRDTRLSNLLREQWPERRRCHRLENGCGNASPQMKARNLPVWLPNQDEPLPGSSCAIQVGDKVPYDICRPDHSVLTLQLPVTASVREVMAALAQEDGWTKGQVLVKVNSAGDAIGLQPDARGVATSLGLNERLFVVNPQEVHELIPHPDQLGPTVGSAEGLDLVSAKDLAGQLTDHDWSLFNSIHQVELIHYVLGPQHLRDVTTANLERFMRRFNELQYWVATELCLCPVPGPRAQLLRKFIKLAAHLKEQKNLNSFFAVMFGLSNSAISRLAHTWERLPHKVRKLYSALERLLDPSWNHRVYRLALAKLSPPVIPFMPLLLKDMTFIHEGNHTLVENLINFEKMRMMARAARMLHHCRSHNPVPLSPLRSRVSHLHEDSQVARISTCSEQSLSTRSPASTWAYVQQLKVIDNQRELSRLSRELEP
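Normalized to 6.5 mM cAMP, activity reflects EPAC1-catalysed release of BODIPY-GDP from Rap1B, followed kinetically over 30 min at 480 nm excitation, 540 nm emission. Reaction contained 100 nM EPAC1, 250 nM Rap1B-BODIPY-GDP, 50 uM GDP.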
WRN helicase inh = blocks human WRN helicase; Q14191; WRN helicase unwinding, fluorescent forked duplex, kinetic; Potency, µM (titrated, usually from 114 µM), for the others: at the top dose activity change, negative = inhibition, hits mostly inhibitors; 360,000 tested, 0.46% active; also: potency is read from the fitted curve at half-maximal effect; % is scaled to controls: 0 for no effect and ±100 for the full control effect; nearly all actives have a fitted effect of over 55% in size
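Screening of the MLSMR collection measured strand separation of a quenched forked DNA duplex (100 nM) by 20 nM WRN with 2 mM ATP, all final. Compounds were preincubated with enzyme 15 min at room temperature.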
PLK1 PBD inh = PLK1 (human) polo-box domain binding inhibition; Potency, µM, for the others: max response, negative = inhibition, most hits filed as inhibitors; P53350; AID 720504; 360,000 tested, 2.8% active; Plk1 PBD binding of FITC phosphopeptide, fluorescence polarization; also: potency is read from the fitted curve at half-maximal effect; series mostly up to about 57 µM; % is scaled to controls: 0 for no effect and ±100 for the full control effect; nearly all actives have a fitted effect of over 65% in size
EPAC1 antag = EPAC1 (human) antagonism. O95398. 360,000 tested, 0.14% active. EPAC1 GEF assay, Rap1b-BODIPY-GDP exchange fluorescence. Potency, µM (highest dose often 115 µM), for the others: at the highest dose activity change, negative = inhibition, usual class: inhibitors;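 also: potency is read from the fitted curve at half-maximal effect; plate controls were vehicle for no effect and positive control for full effect; nearly all actives have a fitted effect of over 50% in size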
Mm-Cpn inhibitor = blocks the Methanococcus maripaludis chaperonin Mm-Cpn. purified Mm-Cpn ATPase, ADP Transcreener TR-FRET. 330,000 tested, 0.031% active. Potency, µM (doses to about 76.9 µM), for inactives: at the top dose activity, negative = inhibition, usual class: inhibitors. AID 504842; also: potency is read from the fitted curve at half-maximal effect; % is scaled to controls: 0 for no effect and ±100 for the full control effect; nearly all actives have a fitted effect of over 80% in size
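25 nM Mm-CPN + cpd, 10 min 37°C; + 10 uM ATP, 30 min 37°C; buffer 30 mM Tris pH 7.4, 100 mM KCl, 5 mM MgCl2, 1 mM DTT; Transcreener ADP HTRF detection 30 min RT.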
PI5P4K alpha inh = blocks human PI5P4K alpha kinase activity; AID 652105; 330,000 tested, 1.2% active; max response, %; P48426; PI5P4Kalpha enzyme, ADP-Glo luminescence, 60 min; stronger effect = lower value; active = max response of -50% or lower; inconclusive = between -30% and -50%; inactive = -30% or higher; also: value at the top dose of about 77 µM; % is scaled to controls: 0 for no effect and ±100 for the full control effect
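qHTS, 1536-well: enzyme/substrate mix, compound by pin tool, 5 microM ATP final; RT 60 min; ADP-Glo reagents 1 (45 min) then 2 (30 min); luminescence.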
EPAC2 antagonist = antagonists of human EPAC2; Q8WZA2; EPAC2 GEF exchange of Rap1B-BODIPY-GDP, fluorescence; Potency, µM (doses to about 114 µM), without a hit: at the highest dose activity, negative = inhibition, most hits filed as inhibitors; 360,000 tested, 0.18% active; AID 720708; also: potency is read from the fitted curve at half-maximal effect; % is scaled to controls: 0 for no effect and ±100 for the full control effect; nearly all actives have a fitted effect of over 45% in size; many of its hits are not listed in these tables
CCT modulator = changes cytosolic chaperonin activity; purified chaperonin ATPase assay, HTRF ADP detection, 30 min; activity change, % (test concentration not listed), hits read low; 360,000 tested, 0.3% active; AID 651819; in the data active = activity change below about -30%; also: % is scaled to controls: 0 for no effect and ±100 for the full control effect
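First, chaperonin was dispensed at 40 nM or 20 nM final depending on batch activity. Next, compounds were pinned at 76 uM and ATP added at 10 uM. After 30 min at 37 °C, ADP detection reagents ran 30 min at ambient temperature.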
The depositor's hits bear a star; ? = inconclusive; / = not tested or not shown; [ ] = another dose, or the depositor's remark. Unless noted, calls follow the shape of the dose curve; as a rule, active = well fitted curve in the direction sought with a large enough effect; inconclusive = small, poorly fitted or top-dose-only effect, or another doubt; inactive = no such curve, though single readings can be large; an effect the other way counts as inactive or inconclusive. An excerpt, so the mix of outcomes need not match the whole.

SMILES	EPAC1 agonist	WRN helicase inh	PLK1 PBD inh	EPAC1 antag	Mm-Cpn inhibitor	PI5P4K alpha inh	EPAC2 antagonist	CCT modulator
COc1ccc(NC(=O)CN2CCCC(C)C2)c([N+](=O)[O-])c1 (configuration not stated)	8%	0%	-8%	-2%	1%	7	-4%	-1.0
COc1cc(OC)cc(C(=O)NC(=S)N(Cc2ccccc2)C(C)C)c1	12%	18%	-14%	-12%	0%	-3	-6%	1.5
CCCN1CC(=O)N2Cc3[nH]c4ccccc4c3C[C@H]2C1=O	-8%	6%	-4%	-5%	1%	-3	13%	-3.6
CCOCc1nnc(NC(=O)C2CCN(C(=O)C3CC(=O)N(c4ccc(C)cc4)C3)CC2)s1 (configuration not stated)	5%	8%	-17%	20%	-4%	0	8%	0.7
C=CCSC1=C(C#N)C2(CCCCC2)C(C#N)C(=O)N1 (configuration not stated)	-1%	-5%	-2%	5%	2%	/	10%	-1.7
Cc1cc(C)nc(SCC(=O)N/N=C/c2cccn2-c2ccc(O)cc2)n1	0%	-5%	-5%	-24%	1%	-10	2%	1.4
CCS(=O)(=O)n1nc(-c2ccccc2)nc1NCc1ccco1	12%	-4%	-8%	0%	0%	/	-2%	-1.4
CCOC(=O)C1=CCC(c2ccccc2)N(S(=O)(=O)c2ccccc2[N+](=O)[O-])C1 (configuration not stated)	12%	-13%	-3%	-9%	/	4	2%	0.2
c1ccc(CSc2nnnn2-c2cccc3ccccc23)nc1	3%	-2%	1%	-2%	-5%	5	2%	-5.0
COc1ccc(-c2cc(C)no2)cc1S(=O)(=O)N1CCOc2ccc(C)cc21	3%	-5%	-9%	-14%	0%	-1	-3%	-2.3
CN(C(=O)COC(=O)c1ccc2c(c1)OCO2)c1c(N)n(Cc2ccccc2)c(=O)[nH]c1=O	5%	0%	1%	1%	2%	6	-3%	-0.2
Cc1cc(C)c(NS(=O)(=O)c2ccc3c(c2)NC(=O)C(C)C(=O)N3)c(C)c1 (configuration not stated)	-7%	-5%	-24%	-7%	1%	3	15%	-0.7
O=C(c1ccc(COc2c(F)c(F)cc(F)c2F)o1)N1CCN(c2ccc(Cl)cc2)CC1	6%	-15%	-4%	-24%	-2%	/	-10%	1.4
CCOc1ccc(S(=O)(=O)N2CCN(CC)CC2)cc1NC(=O)c1ccccc1F	7%	-11%	-5%	1%	1%	3	-5%	-0.2
Cc1cc(C(=O)CSc2cccc[n+]2[O-])c(C)n1-c1ccc(OC(F)F)cc1	-1%	0%	4%	8%	1%	-6	3%	-0.5
CCCCOC(=O)C(C)Nc1n[nH]c(=O)[nH]c1=O (configuration not stated)	-6%	1%	-3%	2%	1%	8	8%	-0.5
CSc1nc2cc(F)c(F)cc2n1C	-2%	2%	9%	10%	?	/	8%	0.4
CCOC(=O)c1sc(=S)n(-c2ccccc2OC)c1N	2%	0%	21µM*	2%	0%	0	4%	-0.9
CCCCn1c(N)c(N(Cc2ccccc2OC)C(=O)CN2C(=O)NC(C)(c3ccccc3)C2=O)c(=O)[nH]c1=O (configuration not stated)	1%	-6%	-4%	4%	-2%	2	1%	-0.5
COC(=O)C1CN(C(=O)C(C)Oc2ccc(C(C)C)cc2)c2ccccc2O1 (configuration not stated)	6%	-6%	-9%	-15%	2%	18	?	1.5
COc1cccc(COC(=O)C2CCN(S(=O)(=O)c3ccc(C)cc3)CC2)c1OC	-1%	-16%	-6%	-15%	1%	2	-3%	-0.8
CCOC(=O)C1=C(O)C(=O)N(c2ccc(S(N)(=O)=O)cc2)C1c1ccc(OC)cc1 (configuration not stated)	2%	0%	-8%	10%	-3%	/	4%	-0.4
COc1ccc(-c2ccc3c(N)c(C(=O)c4ccc(OC)c(OC)c4)sc3n2)cc1	6%	-4%	3%	14%	-8%	-7	5%	-1.6
COC(=O)N/N=C/c1cn(CCCOc2ccc(C)cc2)c2ccccc12	-4%	-11%	1%	-10%	2%	25	-19%	0.6
COc1ccc2cc(C(=O)C3CCCN(C(=O)Cc4c(C)noc4C)C3)ccc2c1 (configuration not stated)	-1%	3%	-1%	7%	0%	-2	-5%	-3.0
Following part.
SMILES	EPAC1 agonist	WRN helicase inh	PLK1 PBD inh	EPAC1 antag	Mm-Cpn inhibitor	PI5P4K alpha inh	EPAC2 antagonist	CCT modulator
CNc1nc(NCCOc2ccccc2)c2sccc2n1	2%	7%	4%	-23%	/	1	15%	0.2
COc1cccc(C(C(=O)Nc2ccc(F)cc2)N(C(=O)Cn2nnc3ccccc32)C2CC2)c1 (configuration not stated)	24%	-6%	-5%	-19%	1%	/	-6%	2.7
CCCc1c(-c2ccc(Cl)cc2)ncn1Cc1ccccc1OC	4%	5%	-20%	9%	/	4	?	1.0
Cc1nccn1-c1ccc(C(F)(F)F)cc1NC=O	0%	8%	-8%	4%	1%	1	7%	-4.6
COc1ccc(CNC(=O)C[C@H]2C[C@H](C(=O)N(C(C)C)C(C)C)[C@@]3(C)c4[nH]c5cc(-c6ccco6)ccc5c4CCN3C2=O)cc1OC	-6%	-8%	-1%	-3%	-18%	3	5%	-1.6
CN(C)Cc1csc(Nc2ccc(C(F)(F)F)cn2)n1	2%	5%	-10%	-3%	/	8	-4%	0.0
CC(=O)c1ccc(NC(=O)CN2C(=O)COc3ccc(Cl)cc32)cc1	-2%	-4%	0%	-4%	0%	1	-8%	-9.3
COc1ccc([N+](=O)[O-])cc1NC(=O)C(C)N1CCN(C(=O)c2ccco2)CC1 (configuration not stated)	-8%	4%	5%	-8%	-2%	0	-13%	2.8
CC1(C(=O)NCc2ccc(Cl)cc2)CCN1C(=O)Cc1ccc(Cl)cc1Cl (configuration not stated)	-6%	-7%	-1%	-8%	/	18	-26%	-1.7
OC(COc1ccc2ccccc2c1)CN1CCCC1 (configuration not stated)	10%	3%	-10%	10%	1%	/	18%	-1.0
Cc1cccc(N2C(=O)CC(c3ccc(F)cc3)C3=C2COC3=O)c1 (configuration not stated)	7%	2%	3%	7%	3%	1	-7%	-0.4
O=C1C(Cc2ccccc2)SC(=Nc2ccccc2)N1c1ccccc1 (configuration not stated)	0%	-8%	-1%	?	1%	19	-8%[57.1 µM]	1.6
CCOC(=O)CNC(=O)CCc1nnc2ccc(N3CCC(C)CC3)nn12	-2%	5%	24µM*	14%	-3%	-6	?	-0.7
CSc1nnc(NC(=O)c2nc(S(=O)(=O)Cc3ccccc3F)ncc2Cl)s1	-9%	-23%	?	-13%	-1%	-22	-2%	-1.6
COc1cccc(CN(C)C(=O)c2[nH]c(C)c(C(C)=O)c2C)c1OC	-7%	5%	27µM*	3%	-1%	-9	-11%	-1.6
COc1ccc(S(=O)(=O)N(C)C[C@@H]2OCc3cnnn3CCCC(=O)N([C@H](C)CO)C[C@H]2C)cc1	14%	0%	-19%	4%	/	-6	-5%	-3.0
Cc1cnc(NC(=O)CSc2ncn(-c3ccccc3)n2)s1	0%	3%	-3%	11%	1%	/	5%	-0.9
Cn1c(SCC(=O)c2ccc(F)cc2)nnc1-c1cnccn1	-4%	3%	-1%	9%	0%	/	7%	-0.7
CCOC(=O)c1[nH]c(CSc2nnc(-c3ccncc3)n2CCOC)c(C(=O)OCC)c1C	2%	1%	-24%	4%	-3%	4	-1%	-1.3
NC(=O)COC(=O)/C=C/c1ccc2ccccc2n1	-1%	9%[57.1 µM]	-15%	?	2%	8	-2%	-1.7
CN1/C(=C\C(=O)c2cccnc2Cl)C(C)(C)c2ccccc21	-3%	-7%	-24%	-8%	-2%	-3	?	-2.2
Cc1cccc(NC(=O)CN2NS(=O)(=O)c3ccccc3C2=O)c1	1%	-1%	0%	5%	-2%	/	4%	-1.1
CC1(C(=O)NS(=O)(=O)c2cccc(F)c2)CCN1C(=O)c1ccccc1CCc1ccccc1 (configuration not stated)	-10%	-9%	1%	-24%	/	0	-27%	-1.7
COc1ccc2oc(-c3ccccc3)c(C(N)=O)c2c1	1%	3%	-9%	0%	-8%	-1	9%	-1.2
O=C(CN1CCN(C(=O)c2c(F)cccc2F)CC1)Nc1ccccc1F	6%	-3%	-3%	-12%	0%	3	-5%	-1.0

An excerpt of these results, as a markdown table:
| Structure | EPAC1 agonist | WRN helicase inh | PLK1 PBD inh | EPAC1 antag | Mm-Cpn inhibitor | PI5P4K alpha inh | EPAC2 antagonist | CCT modulator |
| --- | --- | --- | --- | --- | --- | --- | --- | --- |
| Cc1cccc(N2C(=O)CC(c3ccc(F)cc3)C3=C2COC3=O)c1 (configuration not stated) | 7% | 2% | 3% | 7% | 3% | 1 | -7% | -0.4 |
| O=C1C(Cc2ccccc2)SC(=Nc2ccccc2)N1c1ccccc1 (configuration not stated) | 0% | -8% | -1% | ? | 1% | 19 | -8%[57.1 µM] | 1.6 |
| CCOC(=O)CNC(=O)CCc1nnc2ccc(N3CCC(C)CC3)nn12 | -2% | 5% | 24µM* | 14% | -3% | -6 | ? | -0.7 |
| CSc1nnc(NC(=O)c2nc(S(=O)(=O)Cc3ccccc3F)ncc2Cl)s1 | -9% | -23% | ? | -13% | -1% | -22 | -2% | -1.6 |

Continued.
SMILES	EPAC1 agonist	WRN helicase inh	PLK1 PBD inh	EPAC1 antag	Mm-Cpn inhibitor	PI5P4K alpha inh	EPAC2 antagonist	CCT modulator
Cc1ccc(S(=O)(=O)N[C@H](C(=O)N2CCC(C(=O)NCC(=O)O)CC2)C(C)C)cc1	1%	11%	-13%	5%	0%	3	-2%	-2.4
CCOC(=O)c1c(-c2ccc(OC)cc2)oc2ccc(O)cc12	7%	-5%	5%	-28%	-6%	3	?	-3.5
CCCN1CCN(CCCNC(=O)C(CC)n2nc(C)c3sc4ccccc4c3c2=O)CC1 (configuration not stated)	-2%	1%	-16%	-1%	-4%	-4	0%	-1.6
Cc1ccccc1OCC(=O)N=Nc1c(O)n(C)c2ccccc12	18%	-1%	-17%	-5%	2%	-3	-2%	1.7
O=C(Nc1nnc(C(F)(F)F)s1)C1COc2ccccc2O1 (configuration not stated)	-10%	0%[57.1 µM]	-8%	-5%	-2%	-18	-2%	-1.2
CCOc1ccccc1NC(=O)Cn1nnc(C(=O)NCc2cccs2)c1N	-6%	16%	-8%	?	0%	-1	5%	-2.5
COC(=O)c1sc2nc(N3CCCCC3)c3c(c2c1N)CCCC3	10%	-13%	-11%	6%	2%	29	-1%	3.9
Cc1ccc(S(=O)(=O)c2nc(-c3cccs3)oc2NCc2cccnc2)cc1	5%	-25%	-2%	-13%	3%	-7	-1%	-1.8

High-throughput results from PubChem BioAssay.
